JMJD2A Tudor = inhibitors of human JMJD2A Tudor domain; AlphaScreen JMJD2A-Tudor / H3K4me3 peptide binding; Potency, µM (top dose mostly 114 µM), for the others: at the top dose activity change, negative = inhibition, actives largely listed as inhibitors; hit rate 4.4% among 390,000; AID 504339; also: % is scaled to controls: 0 for no effect and ±100 for the full control effect; nearly all actives have a fitted effect of over 50% in size
POLB inh = DNA polymerase beta (human) inhibition; Pol beta primer extension/strand displacement, fluorescence kinetic; Potency, µM (titrated, usually from 114 µM), without a hit: at the top dose activity change, negative = inhibition, hits mostly inhibitors; hit rate 1.3% among 340,000; also: % is scaled to controls: 0 for no effect and ±100 for the full control effect
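Enzyme-only controls used 10 nM Pol beta; buffer lacking enzyme served as negative control. Compound preincubated 15 min, then 50 nM substrate added; 0 and 10 min reads at room temperature.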
POLI inh = DNA polymerase iota (human) inhibition. Potency, µM (titrated, usually from 115 µM), without a hit: at the highest dose activity, negative = inhibition, actives largely listed as inhibitors. hit rate 1% among 390,000. Pol iota fluorescent replication assay, 10 min. AID 588590. Q9UNA4
Target sequence (Q9UNA4 whole entry, looked up): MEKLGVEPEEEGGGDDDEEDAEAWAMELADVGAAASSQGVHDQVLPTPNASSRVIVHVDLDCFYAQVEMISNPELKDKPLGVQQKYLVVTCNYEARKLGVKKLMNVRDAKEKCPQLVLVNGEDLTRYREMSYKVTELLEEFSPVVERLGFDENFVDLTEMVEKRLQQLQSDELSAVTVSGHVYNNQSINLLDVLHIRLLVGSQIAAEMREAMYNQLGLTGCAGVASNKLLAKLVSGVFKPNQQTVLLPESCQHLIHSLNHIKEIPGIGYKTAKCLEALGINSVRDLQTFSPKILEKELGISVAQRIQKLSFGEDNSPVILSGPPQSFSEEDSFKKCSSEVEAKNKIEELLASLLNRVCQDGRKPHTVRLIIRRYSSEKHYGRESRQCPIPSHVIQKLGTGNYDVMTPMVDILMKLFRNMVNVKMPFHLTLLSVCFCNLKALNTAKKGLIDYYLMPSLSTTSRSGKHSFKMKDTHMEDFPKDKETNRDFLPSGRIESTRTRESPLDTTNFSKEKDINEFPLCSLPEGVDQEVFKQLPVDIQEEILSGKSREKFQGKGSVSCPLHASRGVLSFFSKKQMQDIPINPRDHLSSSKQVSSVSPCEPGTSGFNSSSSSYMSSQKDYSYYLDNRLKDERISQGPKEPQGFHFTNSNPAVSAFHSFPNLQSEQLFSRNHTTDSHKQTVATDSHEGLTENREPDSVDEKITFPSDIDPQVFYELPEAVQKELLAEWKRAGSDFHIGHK
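Pol iota at 10 nM preincubated 15 min with compounds at room temperature; reaction started with fluorescent substrate, 50 nM final. Fluorescence read kinetically at 0 and 10 min; buffer-only wells as negative control.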
Pol eta inh = DNA polymerase eta (human) inhibition; Q9Y253; recombinant Pol eta, fluorescent DNA replication assay; Potency, µM (top dose mostly 114 µM), for the others: at the highest dose activity change, negative = inhibition, hits mostly inhibitors; hit rate 1.2% among 390,000; also: % is scaled to controls: 0 for no effect and ±100 for the full control effect
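Fluorescent replication assay: 50 nM final substrate added after a 15 min room-temperature compound preincubation with 10 nM enzyme. Signal taken at 0 min and again at 10 min.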
APE1 inh = inhibitors of human APE1 endonuclease; AID 2517; P27695; recombinant APE1, TAMRA/BHQ-2 abasic DNA cleavage fluorescence; Potency, µM (doses to about 65.8 µM), without a hit: at the highest dose activity change, negative = inhibition, hits mostly inhibitors; hit rate 0.35% among 350,000;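 also: plate controls were vehicle for no effect and reference inhibitor for full effect; nearly all actives have a fitted effect of over 55% in size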
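Measures dequenching upon AP-site incision of a 5'-TAMRA/3'-BHQ-2 THF-containing duplex, 50 nM; human APE1 0.75 nM after 15 min room-temperature exposure to compound; kinetic three-point read at one-minute spacing.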
Pol kappa inh = DNA polymerase kappa (human) inhibition. purified Pol kappa, fluorescent DNA synthesis assay, 10 min. Potency, µM (doses to about 107 µM), without a hit: top-dose activity, negative = inhibition, most hits filed as inhibitors. hit rate 0.53% among 400,000; also: % is scaled to controls: 0 for no effect and ±100 for the full control effect
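Kinetic fluorescence readout at 0 and 10 min followed reaction start with substrate at 50 nM final. Beforehand, enzyme (10 nM Pol kappa) stood 15 min with compound at room temperature; buffer-only wells were negative controls.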
G9a inh = G9a (human) methyltransferase inhibition; hit rate 8.8% among 350,000; G9a H3K9 monomethylation, AlphaScreen, 2 h; AID 504332; Potency, µM (top dose mostly 102 µM), for inactives: at the top dose activity, negative = inhibition, most hits filed as inhibitors; also: % is scaled to controls: 0 for no effect and ±100 for the full control effect; nearly all actives have a fitted effect of over 75% in size
Target sequence (Q96KQ7 913-1193 limits assumed): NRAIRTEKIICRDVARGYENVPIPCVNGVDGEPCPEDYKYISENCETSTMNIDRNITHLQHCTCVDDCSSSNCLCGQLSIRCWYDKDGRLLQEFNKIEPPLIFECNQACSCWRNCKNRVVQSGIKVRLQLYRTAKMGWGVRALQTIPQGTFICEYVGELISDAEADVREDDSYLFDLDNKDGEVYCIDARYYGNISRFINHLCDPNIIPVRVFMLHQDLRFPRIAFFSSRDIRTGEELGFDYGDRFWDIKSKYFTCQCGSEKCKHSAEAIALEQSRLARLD
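Using a bead-based AlphaScreen, monomethylated H3K9 product from 2 h room-temperature reactions (G9a 20 nM, peptide 500 nM, SAM 20 uM) was detected with 0.5 ug/mL rabbit anti-H3K9me1 antibody.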
BLM inh = Bloom syndrome helicase (human) inhibition. P54132. recombinant BLM DNA unwinding, fluorescence dequenching. Potency, µM (highest dose often 56.1 µM), inactives show at the top dose activity change, negative = inhibition, hits mostly inhibitors. hit rate 0.2% among 350,000. AID 2528;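 also: plate controls were vehicle for no effect and no enzyme for full effect; nearly all actives have a fitted effect of over 35% in size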
BAZ2B inh = blocks human BAZ2B; Q9UIF8; AlphaScreen BAZ2B-H3K14Ac peptide displacement; Potency, µM (doses to about 114 µM), without a hit: top-dose activity change, negative = inhibition, hits mostly inhibitors; hit rate 4.4% among 360,000; AID 504333; also: % is scaled to controls: 0 for no effect and ±100 for the full control effect; nearly all actives have a fitted effect of over 60% in size
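AlphaScreen displacement: compounds (up to 110uM) incubated 30 min at room temperature with a preformed 50 nM BAZ2B/50 nM biotinylated H3K14Ac peptide complex in PBS pH 7.4 with Tween-20. Donor and acceptor beads at 10 ug/mL final added, 20 min light-protected before reading.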
* marks the source's active call; other numbers are inactive results; u = inconclusive; x = no result given; & = joins results of further samples; [ ] = dose if it differs, or a comment. Calls follow the shape of the dose curve; as a rule, active = well fitted curve in the direction sought with a large enough effect; inconclusive = small, poorly fitted or top-dose-only effect, or another doubt; inactive = no such curve, though single readings can be large; an effect the other way counts as inactive or inconclusive. Potency is read from the fitted curve at half-maximal effect. These rows are one share of the data; rates above refer to the full screens.

SMILES | JMJD2A Tudor | POLB inh | POLI inh | Pol eta inh | APE1 inh | Pol kappa inh | G9a inh | BLM inh | BAZ2B inh
Cc1ccc(C(=O)NCC(=O)OCc2c(F)cccc2Cl)s1 | -16% | x | 33%[activator] | 0% | -16% | -6% | x | x | x
COc1ccccc1NC(=O)CSc1nnc2c(n1)[nH]c1ccccc12 | -3% | -19% | 5% | -19% | x | -5% | 3%[59 µM] | -8% | -12%
Cc1ccc(NCc2cccn2-c2nnc(N3CCC(C(=O)NCc4ccccc4C)CC3)s2)cc1 | -7% | 0% | 5% | x | x | 5% | 0%[59 µM] | -7% | -10%
O=C(COc1ccccc1)NCc1cccs1 | -24% | 26% | 1% | -1% | -4% | -3% | x | -2% | 9%
COc1cccc(C2C=C(c3ccc(C)cc3)Nc3c(C(=O)Nc4ccc(F)cc4)cnn32)c1OC (stereo unspecified) | u | 3% | -21% | -9% | x | -1% | u | -10% | u
CC(C)CN(CC(C)C)C(=O)Nc1ccccc1F | -10% | 4% | -10% | -5% | -9% | 34% | 2% | -2% | -9%
CCOC(=O)C1(CCSC)NC(c2ccco2)C2C(=O)N(C)C(=O)C21 (stereo unspecified) | -12% | 28% | -2% | 5% | -2% | -5% | -29% | 0% | -4%
CN(C)S(=O)(=O)c1ccc(NC(=S)NC(=O)c2ccc(Br)o2)cc1 | x | -1% | x | x | 4% | x | 56µM* | -8% | -15%
COc1ccc(NC(=S)NC23CC4CC(CC(C4)C2)C3)cc1OC | -5% | -1% | -12% | -18% | 3% | -2% | 21% | -2% | -18%
C=CCn1c(SCC(=O)NCc2ccc3c(c2)OCO3)nc2scc(-c3ccc(F)cc3)c2c1=O | -15%[57.1 µM] | 27% | 12% | 4% | -4% | -15% | 4%[59 µM] | 0% | 12%
Cc1cc(C)n(-c2nnc(C)n2NS(=O)(=O)c2ccc(F)cc2)n1 | u | 11% | u | 1% | -1% | 0%[60.1 µM] | 13%[2.33 µM] | 2% | u
O=C(CCNC(=O)c1ccco1)Nc1nc2ccccc2s1 | -1% | x | 8% | 3% | 16% | -12% | u | x | 5%
CCc1ccc(N2C(=O)CSC23C(=O)N(Cc2cccc(OC)c2)c2ccccc23)cc1 (stereo unspecified) | -24% | 0% | -14% | 0% | x | 5% | -29%[59 µM] | -10% | -25%
O=c1ccnc(Nc2ccc([N+](=O)[O-])cc2)[nH]1 | -21% | x | 26% | -3% | x | -12% | x | x | x
Cc1cc(C)c(CN2CCN(C(=O)Cn3cnc(C(=O)Nc4ccc(C)c(C)c4)n3)CC2)c(C)c1 | -22% | x | 5% | -5% | -7% | -17% | x | x | x

The last 2 entries of the part above come first, to join the parts:
SMILES | JMJD2A Tudor | POLB inh | POLI inh | Pol eta inh | APE1 inh | Pol kappa inh | G9a inh | BLM inh | BAZ2B inh
O=c1ccnc(Nc2ccc([N+](=O)[O-])cc2)[nH]1 | -21% | x | 26% | -3% | x | -12% | x | x | x
Cc1cc(C)c(CN2CCN(C(=O)Cn3cnc(C(=O)Nc4ccc(C)c(C)c4)n3)CC2)c(C)c1 | -22% | x | 5% | -5% | -7% | -17% | x | x | x
Cc1ccc(-c2nc3ncccc3n2O)cc1 | -9% | 21% | -5% | 8% | -7% | 1% | 3% | -4% | -17%
O=C1CC(NS(=O)(=O)c2cccs2)CN1c1ccc(F)cc1 (stereo unspecified) | 8% | x | 18% | -15% | -2% | -2% | -32% | x | -4%
Cc1ccccc1C(=O)c1cccn1CC(=O)NCc1ccc2c(c1)OCO2 | -5% | -25% | 19% | -9% | -6% | -8% | 11%[59 µM] | -6% | u
CC(C)N1CCN(Cc2cnc(N3CCCC3)s2)CC1CCO (stereo unspecified) | -10% | 1% | 72%[activator] | -11% | 2% | -4% | -4% | 1% | -7%
Cc1cccc(-n2c(O)c(C=Nc3c(C)n(C)n(-c4ccccc4)c3=O)c3ccccc3c2=O)n1 | -11%&-5% | 0% | 16%&-7% | -5%&-19% | -4% | 4%&-10% | u | -2% | 4%
CC(C)OC(=O)c1nn2c(C(F)(F)F)cc(-c3ccco3)nc2c1Cl | -4% | 8% | 16% | -21% | 9% | -14% | u | 4% | -6%
COc1cc2c(cc1OC)C(c1ccccc1)NCC2 (stereo unspecified) | -18% | 12% | 19% | 0% | -8% | 5% | -2% | -1% | -2%
Cc1ccccc1CN1CCC(CNc2ncnc3onc(-c4ccc(F)cc4)c23)CC1 | -23% | 0% | 3% | -7% | x | -12% | -26%[59 µM] | -8% | 10%[57.1 µM]
CC1(C)C(c2ccccc2)=[N+]([O-])C2(CCCCC2=O)N1O (stereo unspecified) | -3% | 8% | 29% | 18% | 1% | -7% | 7.9µM* | -7% | 3%
CCCCNC(=S)NCc1ccc2c(c1)cc(C)n2C | u | 0% | 12% | -26% | 1% | 0% | u | -3% | 45µM*
Cc1ccc(OCC(=O)Nc2cccc(OCc3cc(=O)n4cccc(C)c4n3)c2)cc1C | -22% | 18% | -10% | 6% | x | -4%[60.1 µM] | 18%[59 µM] | -2% | 11%
O=C(Nc1ccccc1)c1cn(CCBr)cn1 | -9% | x | -3% | -2% | x | -24% | x | x | x
CC(=O)Oc1ccc(C(=O)Nc2cccc(-c3nnc(-c4ccco4)o3)c2)cc1 | -20% | 20µM* | 58%[activator] | -14% | u | -15% | 50µM* | -14% | -29%
CCCCOC(=O)n1ccc(C(=O)Nc2ccccc2OC)n1 | 12% | 0% | 1% | -5% | -2% | -14% | 53%[activator] | -2% | 21%
COc1ccccc1C(=O)NNC(=O)C(=O)NCc1ccccc1 | u | 0% | 54%[activator] | -19% | 1% | 2% | 28µM* | -1% | -34%

With a hit mark in BAZ2B inh, of those listed so far:
SMILES | JMJD2A Tudor | POLB inh | POLI inh | Pol eta inh | APE1 inh | Pol kappa inh | G9a inh | BLM inh | BAZ2B inh
CCCCNC(=S)NCc1ccc2c(c1)cc(C)n2C | u | 0% | 12% | -26% | 1% | 0% | u | -3% | 45µM*

4 entries from above, with each value named:
> CC1(C)C(c2ccccc2)=[N+]([O-])C2(CCCCC2=O)N1O (stereo unspecified)
  JMJD2A Tudor: -3%; POLB inh: 8%; POLI inh: 29%; Pol eta inh: 18%; APE1 inh: 1%; Pol kappa inh: -7%; G9a inh: 7.9µM*; BLM inh: -7%; BAZ2B inh: 3%

> COc1ccccc1C(=O)NNC(=O)C(=O)NCc1ccccc1
  JMJD2A Tudor: u; POLB inh: 0%; POLI inh: 54%[activator]; Pol eta inh: -19%; APE1 inh: 1%; Pol kappa inh: 2%; G9a inh: 28µM*; BLM inh: -1%; BAZ2B inh: -34%

> Cc1ccccc1CN1CCC(CNc2ncnc3onc(-c4ccc(F)cc4)c23)CC1
  JMJD2A Tudor: -23%; POLB inh: 0%; POLI inh: 3%; Pol eta inh: -7%; APE1 inh: x; Pol kappa inh: -12%; G9a inh: -26%[59 µM]; BLM inh: -8%; BAZ2B inh: 10%[57.1 µM]

> CC(C)OC(=O)c1nn2c(C(F)(F)F)cc(-c3ccco3)nc2c1Cl
  JMJD2A Tudor: -4%; POLB inh: 8%; POLI inh: 16%; Pol eta inh: -21%; APE1 inh: 9%; Pol kappa inh: -14%; G9a inh: u; BLM inh: 4%; BAZ2B inh: -6%

Later entries.
SMILES | JMJD2A Tudor | POLB inh | POLI inh | Pol eta inh | APE1 inh | Pol kappa inh | G9a inh | BLM inh | BAZ2B inh
COc1cc(/C=C\C(=O)Nc2cc(=O)n(C)c(=O)n2C)cc(OC)c1OC | -21% | 16% | 138%[activator] | -10% | -1% | 0% | -3% | -5% | -34%
CC(C)c1ccc(OCc2ccc(C(=O)O)o2)cc1 | -23% | 10µM* | u | 22µM* | u | -15% | u | -1% | 79µM*
COc1ccccc1C(CNC(=O)c1cccc(NS(=O)(=O)c2ccc(Br)cc2)c1)N(C)C (stereo unspecified) | -20% | x | 13% | -4% | 5% | -13% | -36% | x | 0%
Cc1cc(C)cc(OCC(=O)NCCN2CCOCC2)c1 | 1% | -21% | -3% | -16% | -6% | -2% | -37%[12.7 µM] | -2% | -4%
CCSCc1nnc(SCC(=O)Nc2ccc(OC)cc2)n1C | -14% | 0% | 117%[activator] | -23% | -1% | -10% | u | -2% | -32%
COc1ccc(NC(=S)NCc2cccs2)cc1OC | 2% | 13% | 8% | -12% | -2% | 4% | -7% | 0% | -22%
COc1cc(NC(=O)c2cccs2)c(OC)cc1NC(=O)CCC(=O)Nc1cccc2ncccc12 | -11% | -13% | u | -7% | 3% | 4% | 4% | -9% | -1%
CN(Cc1ccccc1)C1CCCN(C(=O)c2ccc(Cl)s2)C1 (stereo unspecified) | -17% | -2% | 23% | 0% | -4% | -3% | x | 0% | -15%
CCOc1ccc(N(CC)C(=O)c2cc3c(s2)-c2ccc(Cl)cc2SC3)cc1 | -14% | 21% | 35% | -20% | x | 1% | 10%[59 µM] | -8% | 1%
Cc1cc(NC(=O)CSc2nc(C3CCCCC3)nc3ccccc23)no1 | -16% | 4% | 0% | -6% | -5% | -20% | 4%[59 µM] | 1% | -3%
Cc1ccc(NC(=O)COC(=O)Cn2c(C)csc2=O)cc1 | -14% | 0% | -2% | 5% | 0% | -6% | 11%[59 µM] | 0% | 6%
O=C(CCc1ccc(Oc2cc([N+](=O)[O-])cc([N+](=O)[O-])c2)cc1)NC1CCCC1 | -24% | -20% | 10% | -12% | 1% | -6% | 9%[59 µM] | 2% | -1%
O=C(COC(=O)Cc1c(Cl)cccc1Cl)Nc1ccccc1-c1ccccc1 | 22% | 0% | -3% | -14% | 2% | -17% | -6%[59 µM] | -8% | 2%
COc1ccc(C)cc1NC(=O)CCc1c(C)nn(-c2ccc(N3CCCCC3)nn2)c1C | -22%&-32% | 0%&11% | -7%&-5% | -16%&-6% | 37% | 7%&0% | 5% | -2%&-2% | u

Reformatted with values under each structure: part of the list above
Results follow in this order: JMJD2A Tudor, POLB inh, POLI inh, Pol eta inh, APE1 inh, Pol kappa inh, G9a inh, BLM inh, BAZ2B inh
- COc1cc(/C=C\C(=O)Nc2cc(=O)n(C)c(=O)n2C)cc(OC)c1OC
    -21%, 16%, 138%[activator], -10%, -1%, 0%, -3%, -5%, -34%
- O=C(CCc1ccc(Oc2cc([N+](=O)[O-])cc([N+](=O)[O-])c2)cc1)NC1CCCC1
    -24%, -20%, 10%, -12%, 1%, -6%, 9%[59 µM], 2%, -1%

Assay outcomes deposited in PubChem BioAssay by National Center for Advancing Translational Sciences (NCATS).
